# Keap1-Nrf2 PPI = Keap1-Nrf2 protein-protein interaction inhibitors, primary screen, biochemical, fluorescence polarization, single point. hit rate 0.15% among 340,000. Kelch-like ECH-associated protein 1 (Homo sapiens), Q14145. AID 504523, 2011. inhibition, % at 9.4 µM. Keap1 Kelch-Nrf2 peptide fluorescence polarization, 1536-well; in the data active = inhibition above about 12%;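 also: human Keap1 Kelch domain with fluorescein labeled Nrf2 9mer peptide probe; 0% = neutral control wells and 100% = peptide positive control; higher means more block of Keap1 binding to Nrf2 peptide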
# Target sequence (Q14145 whole entry, looked up, the tested form may be a part): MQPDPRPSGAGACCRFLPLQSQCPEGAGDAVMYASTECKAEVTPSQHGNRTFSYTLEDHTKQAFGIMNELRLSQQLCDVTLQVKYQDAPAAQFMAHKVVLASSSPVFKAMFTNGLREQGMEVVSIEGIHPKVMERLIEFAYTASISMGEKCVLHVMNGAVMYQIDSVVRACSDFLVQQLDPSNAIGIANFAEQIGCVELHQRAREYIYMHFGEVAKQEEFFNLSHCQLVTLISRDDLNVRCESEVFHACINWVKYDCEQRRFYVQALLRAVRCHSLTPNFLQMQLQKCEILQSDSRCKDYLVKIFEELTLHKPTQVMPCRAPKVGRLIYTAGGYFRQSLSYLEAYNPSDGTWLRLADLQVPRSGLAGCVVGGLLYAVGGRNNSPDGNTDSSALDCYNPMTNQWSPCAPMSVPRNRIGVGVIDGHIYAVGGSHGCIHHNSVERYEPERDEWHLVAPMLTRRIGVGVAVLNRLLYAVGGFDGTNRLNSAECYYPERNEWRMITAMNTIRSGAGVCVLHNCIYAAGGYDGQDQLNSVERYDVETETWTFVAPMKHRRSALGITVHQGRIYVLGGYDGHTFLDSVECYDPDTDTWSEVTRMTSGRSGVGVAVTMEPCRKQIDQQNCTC
# OPRM1-OPRD1 ag = agonists of OPRM1-OPRD1 heterodimerization, primary screen, cell-based, luminescence | cells | activation, % at 9.3 µM | hit rate 0.3% among 340,000 | AID 504326, 2011; in the data active = activation above about 18%;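 also: 0% = vehicle-treated cells and 100% = reference agonist; values of inactives mirror those of a sister screen read the other way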
# OPRM1-OPRD1 inv = inverse agonists of MOR-DOR heterodimerization, primary screen, cell-based, luminescence; AID 504357, 2011; hit rate 0.21% among 340,000; inhibition, % at 9.3 µM; cell-based MOR-DOR heterodimer luminescence, inverse agonism; in the data active = inhibition above about 22%, passing the limit was not always enough;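 also: 0% = cells with DMSO and 100% = wells without cells with DMSO; values of inactives mirror those of a sister screen read the other way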
# C-LANA FP = inhibitors of KSHV C-LANA binding to DNA, primary screen, biochemical, fluorescence polarization, FAM-LBS DNA, MBP-C-LANA, single point; inhibition, % at 9 µM; AID 504423, 2011; Kaposi's sarcoma herpesvirus LANA C-terminal domain (residues 932-1162) DNA binding; hit rate 0.078% among 340,000;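 active = highest replicate inhibition at or above 60% at 9 µM, even if other replicates fall short; inactive = all replicates below 60% inhibition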;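 also: 0% = neutral control wells and 100% = 4 µM acridine orange control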
# Cardiac RTF inh = cardiac RTF calcium sensitivity inhibitors, primary screen, biochemical, IANBD-TnC fluorescence, EC70 calcium; IANBD-labeled cardiac RTF, Ca2+ fluorescence; inhibition, % at 7.15 µM; hit rate 0.12% among 340,000; AID 493244, 2011;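 active = inhibition above the mean inhibition of all tested compounds plus 3 SD, cut at about 17% in these data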;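 also: assay run at fixed EC70 calcium of 1.6 mM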
# RTF Ca sens act = cardiac RTF calcium sensitivity activators, primary screen, biochemical, IANBD-TnC fluorescence, EC20 calcium; Troponin I, cardiac muscle (Homo sapiens) + Troponin T, cardiac muscle (Homo sapiens) + …; IANBD-labeled TnC RTF fluorescence at EC20 calcium; 0% EC20 calcium, 100% full calcium; AID 493008, 2010; activation, % at 7.2 µM; hit rate 0.24% among 340,000;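 active = activation above the mean over all tested compounds plus 3 SD, cut at about 30% in these data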;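 also: rise in fluorescence read as greater calcium sensitivity of cardiac thin filaments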
# V-ATPase pHluor = regulators of yeast V-ATPase proton pumping, primary screen, pHLuorin cytosolic pH fluorescence | response, % at 10 µM | hit rate 0.37% among 350,000 | S. cerevisiae; in the data active = response mostly above about 7.3%, no sharp cut-off; inactive = mostly below about 5.4%; also: actives read high; inactives centre near 0; some compounds called inactive have numbers as strong as hits; reference of the scale not given here
# Wnt act = Wnt/beta-catenin pathway activators, primary screen, cell-based, plate reader, single point; Wnt/beta-catenin reporter cell assay, activator; activation, % at 9.35 µM; hit rate 1.2% among 300,000; AID 743398, 2014; in the data active = activation above about 30%, passing the limit was not always enough;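 also: 0% = neutral control wells and 100% = positive control wells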
# Arr AP2 block = inhibitors of beta-arrestin/AP2 binding, primary screen, biochemical, GPCR trafficking, flow cytometry; FITC-arrestin peptide / GST-AP2 beads; AP2 beta2 appendage carries R879A mutation; inhibition, % at 10 µM; hit rate 0.31% among 340,000; AID 504490, 2011;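 active = inhibition above a set limit, near 3 SD of compounds lacking own fluorescence, cut at about 54% in these data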;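 also: plate controls were DMSO wells for no effect and 5 µM unlabelled arrestin peptide for full effect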
#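 Material – AP2 appendage R879A on GSH beads · Buffer or medium – PBS with 0.05% Tween 20 and 0.1% BSA · Probe or stimulus – fluorescein-tagged arrestin peptide at 50 nM final · Incubation – compound with beads 12 min RT, then probe 1 h RT · Detection – high-throughput flow cytometry of beads, ex 488, em 535 nm · Evaluation – percent response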
# DSG3 Ab inh = inhibitors of pemphigus antibody binding to DSG3, primary screen, biochemical, bead-based, flow cytometry, scFv-GFP; Desmoglein-3 (Homo sapiens), P32926; DSG3-coupled beads, scFv-anti-DSG3-GFP binding; hits give low values; binding (percent of control), % at 10 µM; hit rate 0.48% among 310,000; AID 588358, 2011;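 active = binding more than 3 SD below its plate's average and above zero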;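 also: hits lower antibody fragment binding to DSG3; some compounds called inactive have numbers as strong as hits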
# Active calls of the source: *; . = not tested or not shown.
Keap1-Nrf2 PPI	OPRM1-OPRD1 ag	OPRM1-OPRD1 inv	C-LANA FP	Cardiac RTF inh	RTF Ca sens act	V-ATPase pHluor	Wnt act	Arr AP2 block	DSG3 Ab inh	Compound
-1	-1.8	9	-3.0	-10	0	-1	-1	10	117	CCOc1ccccc1NC(=O)c1ccc2c(c1)C(=O)N(C(C)(C)C)C2=O
0	1.3	-7	1.2	7	-5	-1	-1	29	119	O=C(COC(=O)C1CCCCC1)Nc1cccc(F)c1
0	3.5	-19	4.7	-8	3	2	-2	5	99	O=[N+]([O-])c1cc(S(=O)(=O)C(F)(F)F)ccc1N1CCN(c2ccccc2)CC1
3	8.6	-43	0.0	-10	9	2	10	11	105	CC(/C=N/NC(=O)c1cccs1)=C\c1ccccc1
-3	0.9	-4	-0.1	-6	-4	-1	-2	9	107	Cc1c(C)n(CCN(C)C)c2ncnc(NCc3ccccc3)c12
1	1.1	-4	-0.4	1	-2	-2	2	-9	108	NC(=O)C1CCN(C(=O)c2ccc(F)c(S(=O)(=O)N3CCOCC3)c2)CC1
-4	.	.	-1.2	.	.	3	-1	-12	.	O=C1CC(c2ccccc2)CC(O)=C1C=Nc1ccccc1 (centres undefined)
0	-0.4	2	0.7	7	3	-2	.	3	.	CC1=C(C(=O)Nc2ccccc2)C2(CCCCC2)C(C(N)=O)C(=S)N1 (centres undefined)
5	-0.4	2	1.1	-2	-5	-3	-2	26	.	CCN1CCN(CCn2c(=S)[nH]c3ccccc3c2=O)CC1
-1	-4.2	21	-0.4	4	-1	-5	-4	12	86	COc1ccccc1C(=O)Oc1cc(C)[nH]c(=O)c1[N+](=O)[O-]
-4	-1.8	9	-7.3	-3	0	3	7	23	102	CCOC(=O)COn1c(=O)c(-c2ccc(Cl)cc2)[n+]([O-])c2ccccc21
0	-3.9	21	-1.5	-10	7	0	-1	-5	85	O=C(CSc1nnc(CCCN2C(=O)c3cccc4cccc(c34)C2=O)n1-c1ccccc1)NCCCO
-6	-2.2	11	0.5	-9	2	-1	-6	-7	93	S=c1nc[nH]c2c1ncn2-c1ccccc1
5	-1.5	10	2.7	-2	6	1	-10	0	106	O=C(Cn1nnc2ccccc2c1=O)N[C@@H](Cc1c[nH]c2ccccc12)C(=O)O
-3	-0.9	5	1.8	-5	-1	2	-3	-2	123	CC(C)n1c(SCc2cc(=O)[nH]c3ccccc23)nc2c1c(=O)n(C)c(=O)n2C
-4	-2.5	12	0.6	-5	-4	4	0	-13	93	CCN(C[C@H]1N[C@@](C)(C(=O)OC)[C@H]2C(=O)N(C)C(=O)[C@@H]12)S(=O)(=O)c1ccc(OC(F)(F)F)cc1
0	-2.0	13	-0.6	5	-5	2	-3	5	.	CC(NCC1(N2CCOCC2)CCCCC1)C(=O)N1CCc2ccccc21 (centres undefined)
-1	0.6	-4	0.2	3	-9	0	-1	20	108	Cc1ccc(S(=O)(=O)NNC2=NS(=O)(=O)c3ccccc32)c(C)c1
4	-4.9	21	-0.4	-8	-2	3	-3	5	98	COc1ccc(NC(=O)CN(C)S(=O)(=O)c2cccs2)cc1
-2	-0.9	4	1.7	-5	-4	3	1	8	107	CN(Cc1ccccc1)C(=O)CN1C(=O)c2ccccc2C1=O
1	-2.0	10	-0.1	-15	1	1	-8	1	99	CC(=O)NC(=S)Nc1ccc2oc(-c3cc(F)c(F)cc3Cl)nc2c1
-1	-1.7	8	0.6	0	0	-4	-1	11	124	CCOc1ncccc1C(=O)OCC(=O)N(CC)c1ccccc1
-3	-1.5	8	-1.4	-5	2	-4	0	12	101	COc1cccc(/C=C2\Sc3ccc(C(=O)NCc4cccnc4)cc3N(C)C2=O)c1
-4	-10	45*	1.7	-8	-1	1	-4	5	94	Cc1cc(C)nc(NNS(=O)(=O)c2ccc(Cl)cc2)n1
-4	-2.7	14	-0.4	-7	0	1	1	-5	.	O=C(COC(=O)c1cccc(-n2cnnn2)c1)c1ccccc1
-7	-2.0	12	0.7	-4	0	0	.	-1	96	CCOc1ccc(/C=C/C(=O)Nc2ccc(C(N)=O)cc2)cc1OC
-5	-1.4	8	-2.1	5	-1	1	0	23	104	O=C(CCN1CCCC1)Nc1cccc(Br)c1
2	1.4	-6	0.9	-8	-2	2	4	11	105	Cc1cccc(NCc2ccc(Br)cc2)n1
-4	-0.4	2	-0.6	-4	2	4	-1	7	102	O=C(CCC1CCCN(Cc2cccc(Cl)c2)C1)NCc1ccccc1F (centres undefined)
0	-1.9	8	1.5	4	-5	1	0	26	112	Cc1ccc(S(=O)(=O)n2ccc3c(OCCOCCSCC(NC(=O)OC(C)(C)C)C(=O)O)cccc32)cc1 (centres undefined)
6	-1.8	9	-0.9	-3	-2	0	-3	-2	112	OCCNc1cc(Cl)ncn1
0	-0.2	1	-0.6	-8	3	1	.	-10	104	Cc1nc2c(C(=O)NCc3ccc4c(c3)OCO4)cnn2c(C)c1Cc1ccc(F)cc1Cl
-3	-0.1	1	1.8	-6	5	-1	0	-8	107	Nn1c(SCC(=O)NC(=O)NCc2ccccc2)nnc1C1CC1
1	-1.8	10	1.1	8	1	0	7	22	89	c1ccc(Cn2nnc3c(N4CCc5ccccc54)ncnc32)cc1
-6	-1.7	8	0.5	-2	2	0	.	-7	106	O=C(CNS(=O)(=O)c1ccc(Br)cc1)N1CCOCC1
-8	0.8	-5	1.4	2	0	-1	0	2	.	CC(C)(C)C(=O)C(CO)(Oc1ccc(Cl)cc1)n1cncn1 (centres undefined)
0	-0.4	2	0.9	-1	0	4	2	13	127	CCOc1cc(C(=O)N=c2sccn2C)ccc1OC(F)F
-3	-2.6	12	0.4	-3	-2	2	2	-10	102	O=C(/C=C/Nc1ccc(Br)cc1F)c1ccco1
-1	-1.9	10	1.4	7	-2	3	-4	1	-29*	CCOC(=O)c1[nH]c2cc3c(cc2c1CCCN1C(=O)c2ccccc2C1=O)OCCO3
2	-0.5	2	7.1	-3	-6	-3	-2	-9	116	CCOc1ccc(CCNC(=O)C2CC(C)=CCC2C(=O)O)cc1OCC (centres undefined)
0	-3.7	20	-1.0	-4	6	3	-8	-3	113	CC(=O)Nc1ccc(NC(=O)c2ccnn2C)cc1
4	0.3	-2	0.2	-16	1	3	-4	17	91	Cc1cc(-n2c(C)cc(C(=O)CSc3nc4ccccc4c(=O)n3Cc3ccco3)c2C)no1
1	-2.6	15	-0.3	1	-5	0	-1	33	102	CC(=O)C[C@H](O)CC(=O)[C@H]1OC(=O)CCCCCCCc2ccccc21
-10	1.9	-10	-0.6	-5	15	1	13	4	105	N=c1oc2ccccc2cc1-c1nc(-c2ccccc2)cs1
2	2.1	-15	0.0	6	6	-5	0	-15	93	CCOC(=O)COc1ccc(/C=C2\NC(=S)N(CC)C2=O)cc1
-3	1.6	-9	0.6	1	1	1	-5	26	97	COc1ccc2[nH]c(=O)c(CNc3cc(C)ccc3C)cc2c1
2	-1.5	8	-0.9	-4	2	7	-8	1	94	CCOC(=O)Cc1csc(SC(C)C(=O)Nc2ccc(NC(C)=O)cc2)n1 (centres undefined)
6	-2.1	12	-1.2	-16	2	-2	1	-4	96	O=C(NC1CCCc2ccccc21)C1CCCC1 (centres undefined)
-1	1.2	-6	-1.5	-6	-8	1	0	6	101	CCCN1CCC(=O)N([C@H](CO)Cc2ccccc2)CC1
1	-1.9	10	1.5	2	-5	-1	3	1	103	CCCCCNC(=O)CCc1ccccc1

# Additional records:
Keap1-Nrf2 PPI	OPRM1-OPRD1 ag	OPRM1-OPRD1 inv	C-LANA FP	Cardiac RTF inh	RTF Ca sens act	V-ATPase pHluor	Wnt act	Arr AP2 block	DSG3 Ab inh	Compound
4	-1.3	7	-0.9	-3	-8	-4	-3	16	101	COCCN(C(=O)c1csnn1)C(C(=O)NC1CCCC1)c1ccc(C)cc1 (centres undefined)
1	-4.5	21	1.7	-7	-1	0	2	-5	123	Cc1ccccc1N1CCN(C(=O)CCN2C(=O)c3ccccc3C2=O)CC1
-2	2.0	-11	-0.7	5	6	1	-1	6	100	CCOc1ccc(C(=O)N2CCN(c3cccc(Cl)c3)CC2)cc1
0	-2.0	10	0.9	1	-2	0	0	4	99	COc1cccc(-c2nc(CS(=O)CC(=O)O)c(C)o2)c1 (centres undefined)
